TRPV1 agonist: activates the human vanilloid receptor TRPV1. TRPV1-expressing cells, Fluo-8 calcium influx, agonist mode. actives 0.19% (n = 320,000). Q8NER1. AID 540275. activation, % at 8.33 µM; in the data active means activation above about 80%; inconclusive means between about 30% and that limit; further: 0% is about no effect
Target sequence (Q8NER1 whole entry, looked up): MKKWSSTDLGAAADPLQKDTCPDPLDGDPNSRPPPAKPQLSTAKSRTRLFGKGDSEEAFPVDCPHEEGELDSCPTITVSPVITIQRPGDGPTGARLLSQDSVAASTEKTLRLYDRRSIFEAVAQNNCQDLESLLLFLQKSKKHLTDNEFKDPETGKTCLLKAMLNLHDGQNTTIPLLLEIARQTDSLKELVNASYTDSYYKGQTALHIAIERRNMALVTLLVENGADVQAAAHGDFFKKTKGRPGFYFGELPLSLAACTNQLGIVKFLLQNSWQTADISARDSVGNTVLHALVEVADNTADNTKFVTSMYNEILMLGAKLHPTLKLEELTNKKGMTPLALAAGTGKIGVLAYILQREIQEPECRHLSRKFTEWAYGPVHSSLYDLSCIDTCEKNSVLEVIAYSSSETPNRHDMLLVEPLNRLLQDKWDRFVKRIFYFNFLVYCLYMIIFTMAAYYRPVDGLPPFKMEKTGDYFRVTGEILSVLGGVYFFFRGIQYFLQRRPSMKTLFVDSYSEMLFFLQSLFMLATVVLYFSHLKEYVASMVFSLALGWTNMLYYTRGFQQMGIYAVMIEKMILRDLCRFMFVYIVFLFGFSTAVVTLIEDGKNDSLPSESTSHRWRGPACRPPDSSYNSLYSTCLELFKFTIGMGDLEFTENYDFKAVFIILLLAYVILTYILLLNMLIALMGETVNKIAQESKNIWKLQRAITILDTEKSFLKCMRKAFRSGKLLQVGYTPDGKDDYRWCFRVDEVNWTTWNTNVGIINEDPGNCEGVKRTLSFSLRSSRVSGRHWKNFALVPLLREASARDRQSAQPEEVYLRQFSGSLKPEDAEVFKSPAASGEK
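Cells expressing TRPV1 were dye-loaded with Fluo-8 and read kinetically: 10 s baseline, 3 min after compound (agonist portion), then 2 min after EC20 capsaicin (allosteric enhancer portion). Calcium-bound dye fluorescence at 480/520 nm.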
AT treatment: candidate therapy for ataxia-telangiectasia. Potency, µM (highest dose often 57.5 µM), for inactives: at the highest dose activation, actives largely listed as activators. AID 485349. actives 0.19% (n = 320,000). […] A-T fibroblasts, KAP-1 phosphorylation AlphaLISA; neocarzinostatin DNA damage 30 min before lysis; further: potency means the concentration at half of the fitted maximal effect; % of control where 0% means no effect; nearly all actives have a fitted effect of over 45% in size
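hTERT-immortalized A-T patient fibroblasts ([…]), 500 cells/well in OPTI-MEM, 1% FBS, got compounds for 60 min, then NCS for 30 min at 37C. Lysates were then assayed for phospho-KAP-1 by AlphaLISA (anti-pKAP1 donor, anti-KAP1 acceptor beads), 6 hr at 25C.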
Integrin act MD: integrin-mediated muscular dystrophy alleviation activation; alpha7betagal myoblasts, beta-gal FDG fluorescence, 48 h; Potency, µM (series often up to 38.3 µM), inactives show at the highest dose activation, usual class: activators; actives 0.064% (n = 350,000); AID 624291;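 further: potency means the concentration at half of the fitted maximal effect; 100% = response of the positive control SU9516; nearly all actives have a fitted effect of over 60% in size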
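Alpha7betagal+/- myoblasts (passage 13) were plated 16-24 hr, then exposed to compounds (1:260 dilution of DMSO stock) for 48 hours at 37C. After MPER lysis, β-galactosidase reporter activity was read as FDG fluorescence (ex 480/em 540) after 30 minutes.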
MLL CXXC-DNA inh: inhibitors of human MLL CXXC domain-DNA interaction; MLL-CXXC / FITC-HOXA9 DNA fluorescence polarization; AID 2662; actives 0.037% (n = 290,000); Q03164; Potency, µM (top dose mostly 115 µM), inactives show at the top dose activity change, negative = inhibition, most hits filed as inhibitors; active means well fitted inhibition curve with a large enough effect in the polarisation, with a control signal flat, not every such curve was filed as active; inconclusive means small, poorly fitted or top-dose-only effect, or effect the other way, or a change in a side signal; inactive means no such curve, though single readings can be large or run the other way; the % refers to the polarisation; further: potency means the concentration at half of the fitted maximal effect
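Purified MLL-CXXC (added from a 7 uM solution) was preincubated 5 min at ambient with pinned compounds in 50 mM Tris-HCl pH 7.5, 50 mM NaCl, 1 mM DTT, 0.05% BSA. Fluorescein-labeled HOX-A9 DNA (50 nM solution) followed, 30 min, then polarization read.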
PTAP TSG101 blk: blocks PTAP/TSG101 interaction to inhibit HIV-1 budding. Potency, µM (titrated, usually from 115 µM), for the others: top-dose activity change, negative = inhibition, hits mostly inhibitors. 340,000 tested, under 10 active. Q99816. AID 493005. Fluorescence polarization, FITC-PTAP peptide / Tsg101 binding; active means well fitted inhibition curve with a large enough effect in the main read-out, with a control signal flat, not every such curve was filed as active; inconclusive means small, poorly fitted or top-dose-only effect, or effect the other way, or a change in a side signal; inactive means no such curve, though single readings can be large or run the other way; further: potency means the concentration at half of the fitted maximal effect; % of control where 0% means no effect
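Compounds were pin-transferred onto Tsg101 binding domain (10 uM final) in HEPES pH 7.5 buffer, then FITC-PTAP peptide was added at 50 nM final. After 20 min at RT, polarization reported peptide displacement across a qHTS concentration series.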
p53 reactivation: mutant p53 re-activation in reporter cells; actives 0.063% (n = 320,000); Potency, µM (top dose mostly 92.2 µM), for the others: top-dose activity change, positive = activation, usual class: activators; H1299 p53-A138V BP100-luciferase reporter, luminescence, 24 h; AID 504706; further: potency means the concentration at half of the fitted maximal effect; % of control where 0% means no effect; nearly all actives have a fitted effect of over 45% in size
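H1299 (p53-null), stable ts p53-A138V + BP100-Luc; 1000 cells/well, Opti-MEM/10% FBS; cpd 4 pt, 1:5; 24 h, 37 deg C, 5% CO2; detection reagent 10 min RT; luminescence.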
B2AR arrestin: recruits beta-arrestin to the human beta2-adrenergic receptor | P07550 | beta-arrestin recruitment to beta2AR, cell-based reporter | Potency, µM (series often up to 46.1 µM), inactives show at the top dose activation, hits mostly activators | actives 0.02% (n = 330,000) | AID 492947;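 further: potency means the concentration at half of the fitted maximal effect; 0% = DMSO controls and full agonism = EC100 isoproterenol or metaproterenol; nearly all actives have a fitted effect of over 65% in size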
TCR act: activators of T cell receptors | primary human leukocytes, anti-CD3, IL-2 HTRF, 48 h | Potency, µM (highest dose often 9.22 µM), without a hit: top-dose activation of IL-2 secretion, most hits filed as activators | 330,000 tested, under 10 active | AID 504894; further: % of control where 0% means no effect
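TCR engagement came from a-CD3 beads alone, with compounds added to primary human leukocytes for 48 hr. Secreted IL-2 bridged europium cryptate- and d2-labelled anti-IL-2 antibodies, giving FRET emission at 665nm after 320nm excitation.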
BRCA1 expr up: activators of BRCA1 expression. Potency, µM (doses to about 46.1 µM), without a hit: at the top dose activation, hits mostly activators. MCF7-BRCA1-FFLuc reporter, luminescence, 48 h; response scale: scaled: vehicle 0%, 10 µM genistein 100%. actives 1.1% (n = 380,000); further: potency means the concentration at half of the fitted maximal effect; nearly all actives have a fitted effect of over 80% in size; some results filed as inactive show a strong effect at the top dose
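Cells: MCF7-BRCA1-FFLuc, 2000/well. Exposure: 48 h, 37 °C, 5% CO2. Read: luminescence, 15 min post-substrate. Controls: genistein 10 microM (maximal activation), DMSO (neutral).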
ELG1 DNA repair: blocks ELG1-dependent DNA repair in HEK293T cells | HEK293T ELG1-luciferase reporter, luminescence, 16 h; DNA damage induced by 5-fluorouridine | Potency, µM (series often up to 46.1 µM), for inactives: top-dose activity change, negative = inhibition, most hits filed as inhibitors | actives 2.3% (n = 330,000); further: potency means the concentration at half of the fitted maximal effect; on the % scale 0 is the no-effect control and ±100 the full control effect; nearly all actives have a fitted effect of over 55% in size
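5-Fluorouridine DNA damage + compound/DMSO, 2,000 cells/well, 16 h, 37 °C/5% CO2. ONE-Glo, 30 min RT, luminescence. Readout = decrease in reporter signal.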
An asterisk follows results filed as active; ? = inconclusive; nt = not tested or not shown; [ ] = remark or other dose. Unless noted, the call rests on the fitted dose curve; in most records, active means well fitted curve in the direction sought with a large enough effect; inconclusive means small, poorly fitted or top-dose-only effect, or another doubt; inactive means no such curve, though single readings can be large; an effect the other way counts as inactive or inconclusive.

| SMILES | PTAP TSG101 blk | p53 reactivation | B2AR arrestin | MLL CXXC-DNA inh | TRPV1 agonist | ELG1 DNA repair | BRCA1 expr up | TCR act | AT treatment | Integrin act MD |
| --- | --- | --- | --- | --- | --- | --- | --- | --- | --- | --- |
| CCN(CC)CCCOC(=O)c1ccc(OC)cc1O | -3% | 3% | 0.5% | -10% | -1 | -1% | -1% | 2% | 1% | 2% |
| O=C(c1ccccc1)c1coc(-c2ccccc2)c1 | -1% | nt | nt | nt | nt | nt | ? | 0% | nt | 22% |
| Cc1ccc(S(=O)(=O)C2(C(=O)Nc3ccc(F)cc3)CC2)cc1 | -3% | -34%[inhibitor] | -0.8% | 0% | -2 | -3% | -18% | 5% | 0% | -3% |
| O=C(COc1ccc(Cl)cc1)N1CCN(S(=O)(=O)c2ccccc2)CC1 | 1% | -5% | -0.1% | 11% | ? | -18% | -2% | 3% | 3% | 9% |
| CCOC(=O)c1ccc(NC(=O)c2nc[nH]c2C(=O)N(C)Cc2ccccc2)cc1 | -3% | 0% | -0.4% | -2% | -1 | -18% | 0% | -2% | 41% | 5% |
| O=C(COC(=O)CN1C(=O)C2CCCCC2C1=O)Nc1ccc(F)c(F)c1F (configuration not stated) | -6% | -1% | -0.3% | nt | nt | 0% | -21% | 1% | 0% | 4% |
| O=C(Nc1ccccc1F)c1ccc([N+](=O)[O-])s1 | 1% | ? | -0.1% | -5% | ? | 23µM* | -98%[inhibitor] | -12% | -6% | 13µM* |
| CC(C)CNC(=O)CN(C1CCCCC1)S(C)(=O)=O | -9% | 6% | 0.0% | -5% | 2 | 1% | -1% | -3% | 1% | -9% |
| Cc1nn(CCCC(=O)Nc2sc3c(c2C#N)CCC3)c(C)c1[N+](=O)[O-] | -8% | -12% | 0.3% | 7% | 22 | 0% | -4% | 2% | -6% | -18% |
| COc1ccc(S(=O)(=O)N(C)CC(=O)Nc2ccccc2C(F)(F)F)cc1 | 1% | -6% | -0.1% | -4% | 15 | -5% | -1% | -15% | 2% | 9% |
| Cc1cc(Cl)ccc1OCC(=O)NCCOc1nc(N2CCCCC2)nc(N2CCOCC2)n1 | 0% | 1% | -0.1% | -1% | 0 | -5% | -5% | 0% | -1% | -14% |
| COC(=O)c1ccc(C2C(C(=O)c3cc4ccccc4o3)=C(O)C(=O)N2CCN2CCOCC2)cc1 (configuration not stated) | -1% | -6% | -0.4% | 6% | -2 | ? | -1% | 0% | 3% | 10µM* |
| O=C(Nc1ccccc1NC(=O)c1ccco1)c1ccco1 | -9% | 5% | -0.1% | -7% | 1 | -3% | -1%[1.84 µM] | -1% | 1% | -26% |
| COc1ccc(NC(=O)N(C)C[C@H]2Oc3c(NS(=O)(=O)c4ccc(OC)cc4)cccc3C(=O)N([C@H](C)CO)C[C@@H]2C)cc1 | -12% | -4% | 0.4% | nt | nt | ? | -5% | -5% | -7% | 30% |
| Cc1occc1C(=O)NNS(=O)(=O)c1ccc([N+](=O)[O-])cc1 | -3% | 12% | -0.1% | 1% | -1 | -7% | 0% | 1% | 9% | 5% |
| O=C1C2=C(Nc3ccccc3SC2c2ccco2)c2ccccc21 (configuration not stated) | 2% | ? | 4.9% | -2% | 1 | 21% | -43% | -3% | -7% | -46%[inhibitor] |
| N#CC1(NC(=O)COc2cccnc2[N+](=O)[O-])CCCCC1 | -1% | -1% | -0.1% | nt | 0 | ? | 11% | -1% | 11% | 16% |
| O=S(=O)(c1ccccc1)N1CCN(c2nc(-c3cccs3)nc3ccccc23)CC1 | nt | -4% | -3.0% | -3% | -6 | ? | 4% | -10%[46.1 µM] | 7% | nt |
| N#CCSc1nnc(-c2sc3ccccc3c2Cl)o1 | -5% | ? | -2.9% | 5% | -1 | ? | -36% | 1%[46.1 µM] | -2% | -53%[inhibitor] |
| CCCNc1nc(-c2cc(C(=O)Nc3ccccc3)on2)cc(C(C)C)n1 | 0% | nt | nt | nt | nt | nt | 1% | -3% | nt | 0% |
| CCOC(=O)CN(C(=O)COc1nc(C)cc(C)c1C#N)c1ccc(F)cc1 | -1% | -3% | 0.2% | 20% | 8 | -17% | -4% | -3% | 20% | -19% |
| Cc1ccc(CC(=O)NC(C)CCc2ccccc2)cc1 (configuration not stated) | -3% | 0% | -0.3% | 3% | ? | ? | 2% | 3% | 2% | 1% |
| CCOC(=O)C(C)Oc1cccc2c(=O)n(CC(=O)N3CCCc4ccccc43)ccc12 (configuration not stated) | -2% | -1% | -0.3% | -7% | -7 | ? | 1% | 4% | 27% | 11% |
| CC(C)c1ccc(C(=O)Nc2cccnc2)cc1 | -4% | ? | 0.5% | -8% | ? | ? | 11% | 2% | nt | 25% |
| O=C(COC(=O)c1cccnc1)NC1CCCc2ccccc21 (configuration not stated) | -14% | 1% | 0.3% | 0% | 3 | 7% | -20% | 1% | -1% | 7% |
| O=C(NCc1ccco1)c1ccccc1F | -1% | 7% | -0.1% | 6% | -1 | -1% | 0% | -1% | -2% | -1% |
| O=C(NCCNC(=O)c1ccccn1)c1ccc(F)cc1 | -1% | 7% | 0.2% | 33% | -1 | -2% | 23% | -3% | -10% | 18% |
| CCOc1ccc2oc(=O)cc(CN3CCOCC3)c2c1 | -4% | -3% | -1.6% | 16% | 13 | 3% | 0% | 1% | 0% | ? |
| CC(=NNC(=O)C(C)SC(C)C(=O)NN=C(C)c1cccnc1)c1cccnc1 (configuration not stated) | 2% | nt | nt | nt | nt | nt | 0% | 6% | nt | -14% |
| O=C(NCc1nc(-c2ccc(C(F)(F)F)cc2)no1)c1cccs1 | -3% | -3% | -1.0% | 2% | ? | 6% | -1% | -8% | -11% | 19% |
| Cc1ccc(C(=O)Nc2cc(C(C)C)c(O)c(C(C)C)c2)cc1 | -3% | ? | -0.4% | -1% | -4 | ? | 0% | 0%[46.1 µM] | 4% | 12% |
| Cc1ccccc1-n1c(C)nnc1SCC(=O)NCC1CCCO1 (configuration not stated) | -1% | 12% | -0.6% | 2% | 0 | 2% | 7% | 7% | 11% | 3% |
| O=C(CSc1nc(-c2ccc(F)cc2)nc2c1Cc1ccccc1O2)Nc1ccc(C(=O)O)cc1 | -4% | -2% | -0.2% | ? | 0 | -1% | -29% | 3% | 1% | 5% |
| CC(=O)C(Cc1ccccc1)NC(=O)COC(=O)c1cccc(C)c1[N+](=O)[O-] (configuration not stated) | 2% | 1% | -0.7% | nt | nt | 2% | -9% | 3% | 15% | -6% |
| COc1ccc(OC)c(-c2cc(C3CCN(c4ncccc4[N+](=O)[O-])CC3)[nH]n2)c1 | -11% | 14% | 0.1% | -1% | -11 | ? | -91%[inhibitor] | 4% | -10% | -11% |
| CCOC(=O)CSc1nc(N)c(C#N)c(-c2cccs2)c1C#N | -3% | -1% | -0.6% | -3% | 14 | 3% | -20% | -9% | -8% | 17% |

Complete entries, quoted from the list.
Cc1ccc(CC(=O)NC(C)CCc2ccccc2)cc1 (configuration not stated) in the list: PTAP TSG101 blk = -3%; p53 reactivation = 0%; B2AR arrestin = -0.3%; MLL CXXC-DNA inh = 3%; TRPV1 agonist = ?; ELG1 DNA repair = ?; BRCA1 expr up = 2%; TCR act = 3%; AT treatment = 2%; Integrin act MD = 1%
COc1ccc(OC)c(-c2cc(C3CCN(c4ncccc4[N+](=O)[O-])CC3)[nH]n2)c1 in the list: PTAP TSG101 blk = -11%; p53 reactivation = 14%; B2AR arrestin = 0.1%; MLL CXXC-DNA inh = -1%; TRPV1 agonist = -11; ELG1 DNA repair = ?; BRCA1 expr up = -91%[inhibitor]; TCR act = 4%; AT treatment = -10%; Integrin act MD = -11%
O=C(NCc1ccco1)c1ccccc1F in the list: PTAP TSG101 blk = -1%; p53 reactivation = 7%; B2AR arrestin = -0.1%; MLL CXXC-DNA inh = 6%; TRPV1 agonist = -1; ELG1 DNA repair = -1%; BRCA1 expr up = 0%; TCR act = -1%; AT treatment = -2%; Integrin act MD = -1%

Exported with each value named: entries from further up
Compound: CCOC(=O)c1ccc(NC(=O)c2nc[nH]c2C(=O)N(C)Cc2ccccc2)cc1
  PTAP TSG101 blk = -3%; p53 reactivation = 0%; B2AR arrestin = -0.4%; MLL CXXC-DNA inh = -2%; TRPV1 agonist = -1; ELG1 DNA repair = -18%; BRCA1 expr up = 0%; TCR act = -2%; AT treatment = 41%; Integrin act MD = 5%
Compound: O=C(COC(=O)CN1C(=O)C2CCCCC2C1=O)Nc1ccc(F)c(F)c1F (configuration not stated)
  PTAP TSG101 blk = -6%; p53 reactivation = -1%; B2AR arrestin = -0.3%; MLL CXXC-DNA inh = nt; TRPV1 agonist = nt; ELG1 DNA repair = 0%; BRCA1 expr up = -21%; TCR act = 1%; AT treatment = 0%; Integrin act MD = 4%

High-throughput results from PubChem.
